# High-throughput results as filed in PubChem.
# NS5 inhibitors = Dengue-2 NS5 methyltransferase inhibitors, primary screen, biochemical, confirmation dose response (AID 588689). inhibition, % at 25 µM, or IC50 in µM where a hit was titrated. hit rate 0.3% among 340,000. Dengue-2 NS5 methyltransferase capping enzyme assay, biochemical; higher % means a stronger effect; in the data active = a potency from the dose series; inconclusive = inhibition above about 29% without an active follow-up result
# MgcRacGAP inhibition = MgcRacGAP GTPase-activating activity inhibitors, confirmation, biochemical, ADP Hunter fluorescence; MgcRacGAP-stimulated Rac1 GTP hydrolysis, ADP Hunter fluorescence; higher % means a stronger effect; GST-tagged Rac1 F28L mutant substrate; one-dose inhibition, % at 30 µM; IC50 in µM for titrated hits; hit rate 0.6% among 340,000;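 active = first-screen hits whose inhibition reached a set limit at any dose in the follow-up dose series; inconclusive = inhibition above the set first-screen limit but never retested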;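 note: fluorescence reports GDP produced by GAP-driven GTP hydrolysis; strong numbers were not always called active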
# LYP inhibition = PTPN22 lymphoid phosphatase activity blockers – biochemical, fluorescence intensity, uHTS (AID 1779); recombinant LYP phosphatase, fluorescence intensity; higher % means a stronger effect; inhibition, % at 11.5 µM; hits with a dose series show IC50 in µM; hit rate 0.054% among 290,000; in the data active = inhibition above about 50%;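 note: plate controls were vehicle with enzyme for no effect and no enzyme for full effect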
# HIV fusion peptide = cell-free HIV fusion peptide-binding blockers – biochemical, uHTS, fluorescence dequenching, primary screen (AID 1986) | cell-free peptide binding, fluorescence dequenching, 30 min; higher % means a stronger effect | inhibition, % at 20 µM; hits with a dose series show IC50 in µM | hit rate 0.3% among 290,000; in the data active = inhibition mostly above about 52%, no sharp cut-off; inactive = mostly below about 76%; note: some results filed as inactive read as strong as hits
# AID2073 = disruptors of CaV2.2 binding to Mint1 – biochemical, HTRF (AID 2073); inhibition, % at 20 µM, or IC50 in µM where a hit was titrated; HTRF protein-protein interaction, Mint1-CaV2.2; higher % means a stronger effect; hit rate 0.19% among 290,000; in the data active = inhibition mostly above about 51%, no sharp cut-off; inconclusive = no clear call, values can overlap the other calls; inactive = mostly below about 53%; note: some results filed as inactive read as strong as hits
# Large T inhibition = SV40 large T antigen inhibitors, biochemical (AID 1903). SV40 large T antigen ATPase/helicase inhibition assay; higher % means a stronger effect. inhibition, % at 20 µM, or IC50 in µM where a hit was titrated. hit rate 0.39% among 310,000; in the data active = a potency from the dose series; inconclusive = inhibition mostly from about 32% at the one dose, without a potency; inactive = the rest, 99 in 100 with inhibition below about 32%; note: strong numbers were not always called active
# Siah-1 displacement = blockers of Siah-1 interaction with plectin peptide – biochemical, fluorescence polarization, rhodamine-plectin, uHTS, primary screen (AID 1817); Siah-1 / rhodamine-plectin peptide fluorescence polarization; higher % means a stronger effect; displacement, % at 20 µM, or IC50 in µM where a hit was titrated; hit rate 0.02% among 290,000;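 active = displacement of at least 50% at 20 µM, with a fluorescence ratio check between 0.3 and a set limit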;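 note: plate controls were Siah plus tracer with DMSO for no effect and tracer alone without Siah for full effect; strong numbers were not always called active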
# RSV antiviral HEp-2 = inhibition of RSV-induced cytopathic effect – HEp-2 cells, primary 10 µM value included (AID 2391); HEp-2 cells, RSV-induced CPE inhibition; higher % means a stronger effect; CPE inhibition, % at 10 µM; hits with a dose series show IC50 in µM; hit rate 0.13% among 310,000; in the data active = a potency from the dose series; inconclusive = CPE inhibition mostly from about 23% at the one dose, without a potency; inactive = the rest, 99 in 100 with CPE inhibition below about 21%; note: strong numbers were not always called active
# XIAP displacement = XIAP antagonists, biochemical, IAP family, fluorescence polarization (AID 1018) | XIAP BIR domain, fluorescence polarization peptide displacement; higher % means a stronger effect | displacement, % at 20 µM; hits with a dose series show IC50 in µM | hit rate 0.007% among 200,000; in the data active = displacement above about 50%; note: a part of the inactive calls stands beside numbers as strong as those of hits
# NS5 inhibitors pilot replicate = further read-out of NS5 inhibitors, marked with its call; inhibition, %; measured here: pilot screen replicate inhibition
# Starred values were filed as active, the others as inactive; ? = inconclusive; · = no result given. This is a random part of the collection; 1.7% or so of the library scored in one or more.
SMILES,NS5 inhibitors,MgcRacGAP inhibition,LYP inhibition,HIV fusion peptide,AID2073,Large T inhibition,Siah-1 displacement,RSV antiviral HEp-2,XIAP displacement,others
CC1CCCC(C)N1/N=C/c1ccc(N(C)C)cc1 (stereo not drawn),-2%,10%,-6%,-1.1%,-8%,10%,-2%,0.7%,0.6%,
CC1CC(C)CN(C(=O)COC(=O)c2cc([N+](=O)[O-])ccc2N2CCOCC2)C1 (stereo not drawn),2%,11%,·,·,·,12%,·,-2.2%,·,
CCc1cc2c(NCCN3CCCCC3)ncnc2s1,5%,5%,-17%,0.7%,0%,-2%,-2%,-1.1%,-2.9%,
CC(=O)N/N=C/C1=CCC2CC1C2(C)C (stereo not drawn),-6%,3%,-3%,-0.1%,12%,-2%,16%,-1.1%,-6.1%,
CCc1nnc(NC(=O)CCS(=O)(=O)Cc2ccccc2)s1,-7%,4%,-4%,2.0%,3%,5%,-2%,2.0%,·,
COC(C[C@@H]1O[C@@H]1[C@H](O)[C@H](C)OCc1ccccc1)OC,4%,9%,-10%,0.8%,-5%,·,10%,·,·,
CC(CCc1ccccc1)NC(=O)Cn1cccc1C(=O)c1ccccc1 (stereo not drawn),-5%,5%,-11%,0.0%,6%,5%,-1%,1.6%,·,
O=C(CSc1nnc(CNC(=O)c2ccc(F)cc2)o1)Nc1nccs1,-6%,3%,-7%,4.1%,-9%,19%,-4%,0.3%,·,
O=C(Nc1ccc(Cl)c(Cl)c1)Nc1ccccc1NS(=O)(=O)c1cccs1,-12%,14%,-5%,19%,0%,7%,2%,-3.2%,-3.0%,
CCOC(=O)N/N=C/c1cc(OC)c(O)c(OC)c1,5%,16%,-3%,-2.4%,-5%,18%,-3%,0.5%,-6.9%,
NS(=O)(=O)c1ccccc1NC(=S)Nc1ccccc1S(N)(=O)=O,-1%,6%,-12%,-0.3%,4%,9%,-5%,1.2%,·,
COc1ccc(N2CCN(C(=O)CNS(=O)(=O)c3ccc(C)cc3)CC2)cc1,-1%,12%,-2%,0.2%,-5%,17%,4%,1.5%,-2.7%,
O=C(O)CSCC(=O)Nc1ccc(-c2nc3ccccc3s2)cc1,·,·,-6%,22%,41%,49%,5%,-0.6%,·,
C=CCc1cccc2cc(C(=O)N3CCN(c4ccccn4)CC3)c(=O)oc12,4%,1%,4%,-2.9%,8%,14%,-8%,-0.1%,0.7%,
CC(C)CN(C(=O)CN1CCCCCC1)c1c(N)n(CC(C)C)c(=O)[nH]c1=O,-31%,4%,2%,-0.1%,-5%,7%,-4%,-1.0%,-7.7%,
COc1cc2c(cc1OC)C(C)N(S(=O)(=O)c1ccc(Cl)nc1)CC2 (stereo not drawn),-6%,5%,-9%,-1.6%,14%,6%,0%,0.8%,·,
CC(/C=N/NC(=O)COc1ccccc1C)=N\NC(=O)COc1ccccc1C,-2%,-5%,-7%,-4.4%,31%,-3%,-2%,0.6%,·,
CCc1ccc(OCCNC(=O)c2ccccc2SCc2ccccc2)cc1,-1%,0%,-1%,8.5%,9%,10%,0%,?,-25%,
O=C(COC(=O)/C=C/c1ccc(C(F)(F)F)cc1)NC1CCCC1,-5%,-1%,-10%,-0.3%,0%,3%,10%,0.7%,·,
Cc1ccc(S(=O)(=O)c2nc(N3CCOCC3)sc2Cl)cc1,2%,4%,-3%,-0.5%,-8%,-2%,-4%,1.9%,-5.3%,
O=C(CSc1nnc(-c2cccs2)o1)N1CCCCC1,-4%,7%,-2%,-1.8%,-6%,3%,-2%,0.6%,-1.7%,
CCO/C(C)=N/n1c2nc3ccccc3nc2c2c(=O)n(C3CCCC3)c(C)nc21,?,8%,-6%,-0.5%,4%,5%,-1%,0.5%,2.1%,
COc1ccccc1-c1cc(C(=O)N/N=C\c2cn(C)nc2C)c2ccccc2n1,9%,7%,5%,-1.4%,11%,4%,0%,3.0%,-4.2%,
COc1ccc(OC)c(N(CC(=O)N2CCCC2)S(=O)(=O)c2ccc(C)cc2)c1,-6%,5%,-4%,1.3%,3%,4%,-2%,0.9%,·,
CC(=O)N1CCN(C(=S)c2ccc(Cl)cc2)CC1,-4%,10%,-8%,-1.2%,-4%,5%,-2%,-0.4%,-2.2%,
CC(=O)N1CCCc2cc(S(=O)(=O)Nc3ccccc3C)ccc21,-6%,-2%,-6%,0.4%,1%,16%,2%,4.0%,·,
O=[N+]([O-])c1cc2c(cc1CN1CCN(c3ccccc3)CC1)OCO2,·,3%,-7%,11%,-14%,7%,-4%,0.2%,·,
CCC(C)NC(=O)CNC(=S)N(CCCN1CCOCC1)Cc1cccs1 (stereo not drawn),2%,-4%,-1%,0.1%,-12%,5%,3%,-0.1%,-1.2%,
Cc1nc2ccccc2n1CC(=O)OCC(=O)NC1CC1,-4%,1%,-3%,-1.5%,-2%,-13%,4%,1.5%,-7.9%,
COC(=O)c1ccc(COC(=O)CNC(=O)CNC(=O)c2ccc(C)cc2)cc1,-5%,4%,-2%,1.3%,-2%,7%,-4%,2.3%,-3.6%,

# Reprinted from the part before: 3 compounds, then new ones.
SMILES,NS5 inhibitors,MgcRacGAP inhibition,LYP inhibition,HIV fusion peptide,AID2073,Large T inhibition,Siah-1 displacement,RSV antiviral HEp-2,XIAP displacement,others
CCC(C)NC(=O)CNC(=S)N(CCCN1CCOCC1)Cc1cccs1 (stereo not drawn),2%,-4%,-1%,0.1%,-12%,5%,3%,-0.1%,-1.2%,
Cc1nc2ccccc2n1CC(=O)OCC(=O)NC1CC1,-4%,1%,-3%,-1.5%,-2%,-13%,4%,1.5%,-7.9%,
COC(=O)c1ccc(COC(=O)CNC(=O)CNC(=O)c2ccc(C)cc2)cc1,-5%,4%,-2%,1.3%,-2%,7%,-4%,2.3%,-3.6%,
CCSc1nc2c(c(-c3ccc(C)o3)c1C#N)CCCC2,-7%,3%,0%,-0.8%,5%,4%,4%,41%,-8.3%,
O=C(NCc1ccccn1)Nc1ccccc1,-13%,7%,-7%,-1.0%,-2%,19%,7%,-0.5%,-1.2%,
CN(CC(=O)Nc1cccc(F)c1)C(=O)C1CSC2(C)CCC(=O)N12 (stereo not drawn),-6%,6%,·,·,·,-5%,·,1.5%,·,
CC1CCCC(NC(=O)CN(C)S(=O)(=O)c2cccc3cccnc23)C1C (stereo not drawn),-1%,-4%,2%,1.1%,7%,1%,4%,1.2%,-3.2%,
CCN(CC(=O)NCc1ccc(F)cc1)C(=O)COc1ccc(C)c(C)c1,-3%,5%,-12%,-1.0%,-1%,1%,3%,1.0%,2.1%,
COc1ccc(CN2CCN(CCc3ccccc3)C(CCO)C2)c(O)c1 (stereo not drawn),-5%,-4%,-6%,0.3%,-8%,-2%,2%,0.4%,-5.6%,
CCOC(=O)c1sc2nc(C(C)C)c3c(c2c1N)CCC3,2%,4%,-14%,0.2%,26%,5%,2%,0.8%,-0.6%,
COc1ccc(CN(C(=O)c2snc(C(N)=O)c2N)C(C(=O)NC2CCCC2)c2cc(OC)ccc2OC)cc1 (stereo not drawn),0%,7%,-7%,0.2%,5%,-1%,0%,1.2%,·,
CCCCCn1nc(C(=O)N(CC(C)C)c2c(N)n(CCCC)c(=O)[nH]c2=O)c2ccccc2c1=O,-8%,-5%,·,·,·,6%,·,-0.5%,·,
COc1ccc(N2C(=O)C3CCCN3C2=O)cc1 (stereo not drawn),-7%,11%,0%,2.1%,-1%,13%,2%,1.3%,-4.0%,
CCN1CCc2c(sc(NC(=S)NC(=O)c3ccc(Cl)cc3)c2C(N)=O)C1,-24%,5%,0%,12%,-41%,11%,6%,1.9%,·,
COc1cc(/C=N/n2cnn(Cc3ccccc3Cl)c2=S)cc(OC)c1OC,·,·,2%,1.0%,19%,0%,6%,8.6%,-2.9%,
CCOC(=O)c1ccccc1NC(=O)COC,1%,0%,-9%,-0.4%,2%,-7%,2%,0.3%,-7.0%,
COc1cccc(NC(=O)c2cnn(-c3ccccc3)c2C)c1,4%,-2%,-8%,-1.1%,8%,18%,-6%,-0.1%,·,NS5 inhibitors pilot replicate=0.0
CCOc1ccc(Cc2c(C)[nH]c3ccc(C(=O)O)cc3c2=S)cc1,6%,11%,-7%,20%,-7%,32%,9%,0.7%,·,
Cc1ccc(C)c(Cn2nc(-c3ccccc3)ccc2=O)c1,-11%,-5%,0%,0.2%,18%,21%,14%,13%,·,
N/C(=N\OC(=O)c1ccco1)c1cccnc1,0%,8%,1%,1.2%,0%,·,-2%,-2.1%,-3.8%,
CCOC(=O)c1c(C)n(C)c2ccc(OC)c(NC(=O)CCN3CCC(Cc4ccccc4)CC3)c12,-2%,3%,-3%,-2.6%,-17%,23%,-10%,·,·,
CC/C=C/C(=O)N1CC2(CC(c3cccc(NC(=O)CC)c3)=NO2)C[C@H]1C(N)=O (stereo partly drawn),-2%,1%,-14%,-2.4%,8%,13%,-5%,1.3%,·,
COc1ccccc1C(=O)NCC(=O)OCC(=O)c1ccc(Cl)s1,2%,3%,·,·,·,14%,·,-1.3%,·,
C=CCn1c(SCC(=O)Nc2cccc3ccccc23)nc(O)c(CC)c1=O,-6%,6%,-4%,-1.6%,-1%,9%,4%,-0.5%,-5.1%,
COc1ccc(N2CCN(C(=O)NCc3ccc(OC)c(Cl)c3)CC2)cc1,4%,10%,-3%,-0.2%,-3%,9%,-4%,0.5%,-7.9%,
CCN1CC2=C(OC(N)=C(C#N)C2c2ccccc2)/C(=C\c2ccccc2)C1 (stereo not drawn),·,10%,5%,5.9%,-14%,29%,8%,5.9%,5.1%,
COc1ccc(Cl)cc1NC(=O)CN(C)C(=O)C1CC(=O)N(Cc2ccc(C)cc2)C1 (stereo not drawn),1%,3%,·,·,·,8%,·,-1.3%,·,
COc1ccccc1NC(=O)CNc1ccc(F)c(Cl)c1,-4%,1%,2%,0.2%,2%,4%,0%,3.1%,-8.5%,
Cc1ccccc1-n1cnc2c(sc3nc(N4CCOCC4)c4c(c32)CCCC4)c1=O,-2%,-3%,4%,-1.0%,17%,5%,-5%,?,·,
C=CCS(=O)(=O)c1cccc2cccnc12,·,6%,-5%,-1.6%,-7%,-9%,-8%,-0.2%,-4.5%,
COc1ccc(/C=C/C(=O)OCC(=O)Nc2ccc(OC)c(S(=O)(=O)N3CCCCC3)c2)cc1,-2%,3%,3%,1.4%,10%,1%,4%,1.6%,-4.8%,
O=C(Nn1c(-c2ccc(Cl)cc2)nc2ccccc2c1=O)c1cccnc1Cl,-6%,6%,-3%,0.7%,-1%,-5%,6%,0.7%,-7.8%,
CCCCOc1ccc(C(C)(O)CCN2CCOCC2)cc1 (stereo not drawn),-9%,3%,-12%,0.6%,-10%,0%,3%,1.9%,-0.5%,
CCC(C(=O)NCCc1ccccc1)c1ccccc1 (stereo not drawn),·,15%,-1%,1.4%,-1%,10%,4%,1.5%,·,
Cc1ccc(CSc2nnc([C@@H]3CCCN3)o2)cc1,-4%,9%,-7%,2.2%,4%,17%,-2%,1.1%,-4.9%,
